# From PubChem BioAssay
# CHRM4 antagonist: blocks acetylcholine activation of human M4 receptor. P08173. CHO-hM4 cells, ACh EC80, Fluo-8 calcium fluorescence. inhibition, % at 3 µM. 360,000 tested, 0.73% active. AID 624125;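 active means inhibition above its plate's cutoff, the mean inhibition of sample wells plus 3 SD, cut at about 27% in these data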;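 further: 0% = acetylcholine EC80 with DMSO and 100% = DMSO without agonist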
# OXTR potentiator: potentiators of human oxytocin receptor; P30559; 320,000 tested, 0.061% active; activation, % at 3 µM; AID 2445; CHO-OTR cells, Fluo-8 calcium fluorescence, potentiator mode; 0% = oxytocin EC15, 100% = EC100;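 active means activation above that plate's cutoff, the mean activation of tested compounds plus 3 SD, cut at about 6.6% in these data, passing the limit was not always enough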;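 further: 100% uses oxytocin at 75 nM as the full agonist control; some results filed as inactive read as strong as hits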
# Target sequence (P30559 whole entry, looked up): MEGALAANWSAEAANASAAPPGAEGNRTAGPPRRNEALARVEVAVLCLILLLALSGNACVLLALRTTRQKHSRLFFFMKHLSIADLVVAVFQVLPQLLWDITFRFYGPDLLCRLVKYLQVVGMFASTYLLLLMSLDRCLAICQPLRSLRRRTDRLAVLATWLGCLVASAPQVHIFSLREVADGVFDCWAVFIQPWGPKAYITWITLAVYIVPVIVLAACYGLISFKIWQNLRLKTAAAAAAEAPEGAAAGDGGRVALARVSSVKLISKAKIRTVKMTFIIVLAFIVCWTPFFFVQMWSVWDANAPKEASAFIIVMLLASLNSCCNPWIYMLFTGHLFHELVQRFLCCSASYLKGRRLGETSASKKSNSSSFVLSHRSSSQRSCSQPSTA
#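 Replication – single well per compound, singlicate · Assay system – CHO cell line stably expressing human OTR · Timing – 6 min pre-incubation, 100 s read · Measure – normalized max/min fluorescence ratio, % activation · Doses – 3.0 µM, one dose · Detection – Fluo-8 calcium dye fluorescence · Probe or stimulus – oxytocin near EC15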
# M1 ag parental: counter-screen for M1 agonists: effect in parental CHO-K1 cells; Fluo-8 calcium fluorescence; scaled to maximal ATP response, vehicle zero; activation, % at 3 µM; 360,000 tested, 0.48% active; AID 602248; in the data active means activation above about 15%;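 further: untransfected CHO-K1 host cells lacking M1 receptor as counterscreen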
# M1 antag: blocks human M1 muscarinic receptor | P11229 | CHO-K1 hM1, Fluo-8 calcium fluorescence, ACh EC80 antagonist | inhibition, % at 3 µM | 360,000 tested, 1.3% active | AID 588852;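 active means percent inhibition above its own plate's cutoff, namely the mean of that plate's compound wells plus 3 SD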;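 further: peak over basal fluorescence ratio during 140 s after agonist addition; 0% = ACh EC80 plus DMSO and 100% = DMSO alone without agonist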
# Target sequence (P11229 whole entry, looked up): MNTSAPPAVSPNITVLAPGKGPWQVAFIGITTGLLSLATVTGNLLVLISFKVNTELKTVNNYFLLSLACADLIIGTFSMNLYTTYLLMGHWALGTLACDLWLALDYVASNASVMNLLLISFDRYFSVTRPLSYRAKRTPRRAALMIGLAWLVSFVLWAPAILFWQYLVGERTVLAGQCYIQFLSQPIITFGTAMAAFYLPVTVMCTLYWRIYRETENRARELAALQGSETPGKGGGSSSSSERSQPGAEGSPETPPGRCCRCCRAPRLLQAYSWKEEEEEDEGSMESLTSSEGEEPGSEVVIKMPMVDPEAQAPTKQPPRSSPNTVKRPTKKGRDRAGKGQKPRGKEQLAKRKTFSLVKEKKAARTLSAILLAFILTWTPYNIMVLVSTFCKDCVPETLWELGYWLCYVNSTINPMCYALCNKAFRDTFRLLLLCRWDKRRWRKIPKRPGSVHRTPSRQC
# M1 ag: human M1 muscarinic receptor agonism | 360,000 tested, 0.33% active | CHO-K1 hM1, Fluo-8 calcium fluorescence, agonist mode; 0% DMSO, 100% acetylcholine EC100 | activation, % at 3 µM;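 active means activation above the run's mean compound activation plus 3 SD, cut at about 16% in these data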;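 further: peak over basal fluorescence ratio within a 140 s kinetic read after compound addition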
# M1 PAM: human CHRM1 positive allosteric modulation | P11229 | CHO-K1 hM1, Fluo-8 calcium fluorescence, ACh EC20; 0% = ACh EC20, 100% = maximal ACh | activation, % at 3 µM | 360,000 tested, 0.088% active; in the data active means activation above about 19%, passing the limit was not always enough
# CHO-K1 Ca antag: counter-screen for M1 antagonists: effect in parental CHO-K1 cells. 360,000 tested, 0.6% active. ATP-induced calcium, Fluo-8 fluorescence. inhibition, % at 3 µM;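 active means inhibition above a per-plate cutoff, the plate's mean sample inhibition plus 3 SD, cut at about 24% in these data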;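 further: 0% = DMSO plus EC80 ATP and 100% = DMSO alone without ATP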
# CHO parental Ca: counter-screen: ATP calcium response change in parental CHO cells; inhibition, % at 5.6 µM; parental CHO-K1, ATP-induced calcium, Fluo-8 fluorescence; 330,000 tested, 0.63% active;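 active means inhibition above that plate's mean sample inhibition plus 3 SD, cut at about 26% in these data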;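 further: 0% = ATP-challenged DMSO wells and 100% = DMSO wells without ATP; some compounds past the cut are filed as inactive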
#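 Material – parental CHO cells · Reagent – ATP stimulus · Compound – single nominal dose of 5.6 µM per compound · Detection – Fluo-8 fluorescence · Read-out basis – percent inhibition of calcium signal · Controls – ATP-challenged DMSO wells low, unchallenged DMSO wells high · Repeats – no replicates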
# CHRM4 agonist: agonists of human muscarinic M4 receptor (CHRM4) | P08173 | CHO-K1 hM4/Gqi5, Fluo-8 calcium fluorescence; vehicle 0%, full acetylcholine response 100% | activation, % at 3 µM | 360,000 tested, 0.14% active;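 active means activation above the run mean over all test wells plus 3 SD, cut at about 32% in these data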;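 further: peak over basal fluorescence ratio per well then scaled between controls; 0% = DMSO wells and 100% = acetylcholine at EC100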
# * hit, by the source's call; nt = no result given.
SMILES,CHRM4 antagonist,OXTR potentiator,M1 ag parental,M1 antag,M1 ag,M1 PAM,CHO-K1 Ca antag,CHO parental Ca,CHRM4 agonist
COC(=O)C1(Cc2cc(-c3cccc(Br)c3)no2)CCN(C(=O)OC(C)(C)C)CC1,0,-12,0.2,2,-9,-4,-19,-35,1
CC(NC(=O)c1ccc(NC(=O)CC2SC(N3CCCC3)=NC2=O)cc1)c1ccc(S(N)(=O)=O)cc1 (stereo not given),-4,-10,0.0,8,0,3,6,10,-1
Cc1ccc(CSc2nnc(SCC(=O)N/N=C/C=C/c3ccccc3[N+](=O)[O-])s2)cc1,2,-2,0.1,-2,-3,6,-4,-25,1
O=C(O)CCn1cc(C2CC(c3ccccc3)=NN2c2ccccc2)c(-c2ccccc2)n1 (stereo not given),-2,-14,0.9,3,0,1,-14,10,1
COC(=O)CSC1=C(C#N)C(c2ccsc2)CC(=O)N1 (stereo not given),3,2,0.9,-4,-2,5,-11,0,1
Cc1ccc(-c2ccc(CCC(=O)O)o2)cc1,-19,0,0.7,-10,-1,12,-18,-6,0
CN(C)c1nc(=Nc2cccc(Cl)c2)ss1,-2,-6,2.9,-3,-3,0,-9,1,2
CC(C)(C)c1ccc(C(=O)N2CCC2(C)C(=O)Nc2cccc(C#N)c2)cc1 (stereo not given),-7,nt,3.8,-1,0,-9,-14,nt,2
CCOc1cc(C2C(C(=O)OC)=C(C)N=C3SC(C)C(=O)N32)ccc1OC(C)=O (stereo not given),13,-5,0.9,-12,-3,8,-8,-15,0
CCCCC[C@@H](C)N1C[C@@H](COCc2ccccc2)Oc2cc(N3CCC[C@@H]3CO)ccc2S1(=O)=O,13,nt,2.6,nt,nt,nt,-2,nt,1
O=C(CCNS(=O)(=O)c1ccc(Br)cc1)NCc1ccco1,1,-1,1.1,-4,-2,9,0,-5,2
COc1nc(OC)nc(N2CCC(C(=O)Nc3cccc4c3CCCC4)CC2)n1,14,-2,-0.2,-3,-4,11,0,-8,-1
Cc1ccc(Sc2ccc(N)cn2)cc1,3,-9,0.3,-21,-1,19,-6,-9,1
O=C(NCc1ccc(Cl)cc1)C(=O)c1c[nH]c2ccccc12,5,-7,1.5,-2,-6,-3,-1,-7,7
COc1nc(N)nc(CC(=O)C2CC2)n1,-7,0,0.7,-1,-4,2,-8,-2,0
CC(=O)N1CCc2cc(Br)cc(S(=O)(=O)N3CCCCCC3)c21,13,-7,0.7,-11,-1,0,5,-11,2
COC(=O)C1=CN(Cc2ccc(OC)cc2)C=C(C(=O)OC)C1c1ccc(O)c(OC)c1,-8,-16,2.4,-11,0,6,-2,-13,1
CCOC(=O)/C(C#N)=C/c1cc(C)n(-c2ccc(C)cc2)c1C,6,-3,0.2,-5,-2,5,11,-11,0
Cc1cc(NC(=O)C(C)Sc2nc(-c3ccccc3)cc(=O)[nH]2)no1 (stereo not given),5,-3,0.3,-13,-3,9,-9,-4,-1
CCC(C(=O)NCC1CCCO1)N(Cc1ccccc1)C(=O)CNS(=O)(=O)c1ccccc1 (stereo not given),8,4,1.3,-8,-4,7,-12,-12,3
O=C(Nc1ccc(F)cc1)N(Cc1nnc2n1CCCCC2)c1ccccc1,2,0,0.1,-7,-3,-5,-3,3,1
Cc1cc(C)nc(NC(=O)c2ccc([N+](=O)[O-])o2)n1,0,-11,2.4,-8,-2,6,-11,-6,0
CCOC(=O)C1=CCC2C(=O)N(C3CCCCC3)C(=O)C12 (stereo not given),-6,nt,0.3,-7,-4,2,8,nt,1
CC(C)Cn1c(SC(C)C(=O)NCC2CCCO2)nc2ccc(Cl)cc2c1=O (stereo not given),-4,-6,-0.2,-10,-3,12,10,-23,0
COc1cccc(OC)c1C(=O)N1CCN(Cc2cccnc2)CC1,11,-1,0.0,15,2,-7,4,3,1
SMILES,CHRM4 antagonist,OXTR potentiator,M1 ag parental,M1 antag,M1 ag,M1 PAM,CHO-K1 Ca antag,CHO parental Ca,CHRM4 agonist
Cc1ccc(C)c(C(=O)Cn2c(NCCO)nc3ccccc32)c1,-6,-7,0.8,-17,2,12,0,-20,2
Cc1ccc(S(=O)(=O)NCC2(c3ccccc3)CCN(C)CC2)cc1,4,nt,-0.2,-21,-2,16,6,nt,2
COCCNC(=O)CN1CCN(C(c2ccccc2)c2ccccc2)CC1,1,-7,0.2,9,4,-12,-15,-9,0
CC1=CCC2C(=O)N(c3cccc(C(=O)Nc4ccccc4Cl)c3)C(=O)C2C1 (stereo not given),-12,-14,3.7,7,-1,0,-4,-24,11
N=c1n(CCN2CCCC2)c2ccccc2n1CC(O)c1ccc(Cl)c(Cl)c1 (stereo not given),-3,-4,0.4,-7,-12,-5,2,-2,2
S=c1[nH]nc(COc2ccc(Cl)cc2)n1-c1ccc(Cl)cc1,-5,-9,1.2,0,3,3,0,-3,5
COc1cccc(C(NC(C)=O)c2nc(-c3cccc(O)c3)cs2)c1 (stereo not given),-12,nt,0.8,-6,2,8,-2,nt,2
Cc1cc(=O)oc2c(C)c(OC(C)C(=O)NCCCn3ccnc3)ccc12 (stereo not given),-1,-5,1.3,-15,-6,14,-3,-6,0
O=C(CC1OCC2CCCN2C1=O)Nc1ccc([N+](=O)[O-])cc1 (stereo not given),6,-2,1.2,-14,-3,13,-13,-6,0
O=C(CSc1nc(-c2ccco2)cc(C(F)(F)F)n1)NCCN1CCOCC1,0,-12,0.2,0,-7,6,-2,-2,0
COc1ccc(S(=O)(=O)Nc2ccc3c(c2)C(=O)N([C@H](C)CO)C[C@H](C)[C@@H](CN(C)S(=O)(=O)c2cccs2)O3)cc1,0,3,-0.3,-17,-9,16,-17,-15,1
O=C1CC(=O)Nc2cc(S(=O)(=O)N3CCOc4ccccc43)ccc2N1,-17,-8,-0.1,-16,-3,8,16,4,0
Cc1ccc([N+](=O)[O-])cc1NC(=O)C1CCCC1,3,-2,0.5,-10,-3,4,-14,3,0
Cc1ccc(C)c(-n2ccnc2SCC(=O)Nc2cccc(S(=O)(=O)NC3=NCCC3)c2)c1,12,0,1.8,-4,-5,7,-16,-26,4
CC1(C)CC(=O)C(C(c2ccccc2F)C2C(=O)CC(C)(C)CC2=O)C(=O)C1,-6,1,0.2,-3,-3,9,-10,-13,0
N#C/C(=C\C=C\c1ccccc1)C(=O)Nc1ccccc1,6,5,5.2,3,-9,4,2,-18,2
COc1ccc(C)cc1NC(=O)CO/N=C(\N)CC(=O)Nc1ccccc1OC,7,-2,-0.1,14,0,-5,5,-8,1
C=CCSc1nc2c(c(=N)n1CC=C)C1CCCC1S2 (stereo not given),-2,-1,0.6,-2,-4,8,-8,-25,-2
CC(=O)c1cn(-c2ccc(Cl)cc2)c(=O)n(Cc2ccc(F)cc2)c1=O,-7,-10,3.8,-3,-8,-2,2,-12,15
CCOC(=O)c1cc(-c2ccccc2)n(CC(=O)Nc2cc(OC)cc(OC)c2)c1C,0,-10,1.9,0,-2,1,5,-10,5
CC(=O)c1cccc(OCc2cc(C(=O)N(C)Cc3cnccn3)no2)c1,-8,-1,1.9,4,-3,2,-17,-13,3
C=CCn1c(Oc2ccccc2F)nc2c1c(=O)n(C)c(=O)n2C,4,1,-0.1,2,0,12,11,-7,1
Cn1c(N)c(C(=O)COC(=O)/C=C/c2ccccc2Cl)c(=O)n(C)c1=O,-4,-7,1.1,-13,-2,12,-30,-10,3
CC(C)N(C(=O)[C@H]1CC(CC(=O)NCCCn2ccnc2)C(=O)N2CCc3c([nH]c4ccccc34)[C@]12C)C(C)C (stereo not given in full),-3,1,-0.1,-2,-8,7,-13,-13,-1
Cc1ccc(N2CC(=O)N(NC(=O)c3sc4nc(C)cc(C)c4c3N)CC2=O)cc1,-4,-1,0.0,-9,-6,8,-15,-38,0
SMILES,CHRM4 antagonist,OXTR potentiator,M1 ag parental,M1 antag,M1 ag,M1 PAM,CHO-K1 Ca antag,CHO parental Ca,CHRM4 agonist
CN(C)C(=O)NC(Nc1ccc(Cl)cc1Cl)C(Cl)(Cl)Cl (stereo not given),-2,8,0.5,-3,-9,-5,2,-10,-3
Cc1nc2c(S(=O)(=O)c3ccccc3)cnn2c(C)c1C,3,-8,3.7,-9,-4,8,-5,4,2
S=C(c1ccc(-c2ccccc2)o1)N1CCCCC1,-7,-9,-0.3,-11,-5,7,-9,-3,-2
O=C(NC1CCCCC1)c1ccc(COCC(F)(F)F)o1,-3,-4,0.3,-28,-2,4,-9,-8,0
CCC(C)C1NC(=S)N(C2CCCCC2)C1=O (stereo not given),-8,-1,0.5,-2,-7,2,-13,-9,-3
COc1cc(OC)cc(C(=O)NNC(=O)c2cc3c(s2)CCCC3)c1,-18,-6,0.2,-3,-4,9,-16,-12,2
Cc1nc2ccc(S(=O)(=O)NCC(=O)Nc3cccc(F)c3)cc2s1,-3,-31,-0.3,3,-3,-1,-15,-13,1
COc1ccc(-c2csc(NC(=O)Cc3cc(OC)c(OC)c(OC)c3)n2)cc1OC,-3,-8,9.1,-2,0,2,-13,-17,10
NCC(O)CN(c1ccccc1)c1ccccc1 (stereo not given),-3,2,-0.4,7,-5,-4,12,5,1
CCCc1cc(=O)[nH]c(SCC(=O)N(C)C2CCS(=O)(=O)C2)n1 (stereo not given),2,-14,-0.1,-9,-1,7,6,0,0
CNc1ccccc1C(=O)OC(C)C(=O)Nc1ccc(S(=O)(=O)N2CCCC2)cc1 (stereo not given),2,-6,1.6,-1,-4,0,1,-3,7
COc1ccc(CN(C)C(=O)Cn2cnc3c(SC)nc(N)nc32)cc1OC,1,-7,0.5,16,-3,-6,9,5,2
O=C(NCC1CCCO1)C1CCC(N2C(=O)c3ccccc3C2=O)CC1 (stereo not given),-12,1,1.0,-2,-1,-1,-20,-17,3
CCCCCCCCC(=O)NCCOc1ccc(OC)cc1,-2,3,0.1,-10,-3,2,-8,-8,0
O=C(COc1ccc(S(=O)(=O)NC2CCCCC2)cc1Cl)NCc1ccc2c(c1)OCO2,-16,-3,7.2,-5,2,5,-14,0,21
CCN(CC)C(=O)CSc1nnc(CNc2ccc(F)cc2)n1-c1ccccc1,-4,-10,0.5,-7,-2,9,-13,-19,1
Cc1cc(-c2nnn(CCCOC(C)(C)C)c2C)ccc1-c1cn(CCCOC(C)(C)C)nn1,-9,nt,1.0,-13,1,12,-1,nt,2
CCOC1(NC(=O)c2ccccc2)C(C)=CC(=O)C=C1C,7,-13,0.2,-10,-2,9,-7,-13,0
CCCSc1nsc(SCCC)c1C#N,15,-6,-0.1,-11,-2,8,0,-10,0

# A different layout for part of the listing above:
Compound | CHRM4 antagonist | OXTR potentiator | M1 ag parental | M1 antag | M1 ag | M1 PAM | CHO-K1 Ca antag | CHO parental Ca | CHRM4 agonist
Cc1nc2c(S(=O)(=O)c3ccccc3)cnn2c(C)c1C | 3 | -8 | 3.7 | -9 | -4 | 8 | -5 | 4 | 2
CNc1ccccc1C(=O)OC(C)C(=O)Nc1ccc(S(=O)(=O)N2CCCC2)cc1 (stereo not given) | 2 | -6 | 1.6 | -1 | -4 | 0 | 1 | -3 | 7
CCCCCCCCC(=O)NCCOc1ccc(OC)cc1 | -2 | 3 | 0.1 | -10 | -3 | 2 | -8 | -8 | 0
